# Screening results from PubChem.
# ALDH1A1 inh: ALDH1A1 (human) enzyme inhibition; Purified ALDH1A1, NADH fluorescence, propionaldehyde substrate; Potency, µM (series often up to 75.3 µM), for inactives: at the top dose activity, negative = inhibition, most hits filed as inhibitors; 7.3% of 220,000 active; AID 1030; active = well fitted inhibition curve with a large enough effect, not every such curve was filed as active; inconclusive = small, poorly fitted or top-dose-only effect, or another doubt; inactive = no such curve, though single readings can be large or run the other way;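 also: plate controls were no enzyme wells and a reference inhibitor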
# Target sequence (P00352 whole entry, looked up): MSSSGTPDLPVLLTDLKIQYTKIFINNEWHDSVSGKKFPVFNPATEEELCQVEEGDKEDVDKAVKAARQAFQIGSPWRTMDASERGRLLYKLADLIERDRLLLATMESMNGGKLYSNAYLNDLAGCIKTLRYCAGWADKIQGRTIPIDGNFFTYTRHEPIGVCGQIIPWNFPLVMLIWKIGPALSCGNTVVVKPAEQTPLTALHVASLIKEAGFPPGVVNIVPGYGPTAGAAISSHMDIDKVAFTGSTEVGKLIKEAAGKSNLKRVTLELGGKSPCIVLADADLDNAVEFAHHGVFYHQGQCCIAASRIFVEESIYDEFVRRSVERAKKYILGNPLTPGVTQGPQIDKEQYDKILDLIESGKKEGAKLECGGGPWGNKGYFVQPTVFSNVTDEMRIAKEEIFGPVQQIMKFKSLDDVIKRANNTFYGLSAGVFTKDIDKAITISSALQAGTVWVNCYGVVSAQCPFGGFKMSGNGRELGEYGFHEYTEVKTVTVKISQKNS
# HTT cytoprotect: protects HTT-Q103 PC12 cells, measured by ATP; AID 1471; PC12 HTT-Q103 induced, cytoprotection, ATP luminescence, 40 h; Potency, µM (series often up to 56.4 µM), for inactives: cytoprotection (ATP increase), most hits filed as activators; 0.14% of 230,000 active;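 also: % of control where 0% means no effect; nearly all actives have a fitted effect of over 45% in size; toxic huntingtin expression switched on by the ecdysone agonist tebufenozide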
#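 Rat PC12, Q103 Htt exon1-GFP fusion, ecdysone promoter; tebufenozide inducer 100 nM final; compound titration; qHTS, 1500 cells/well; ATPlite luminescent read.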
# KDM4E inh: blocks human JMJD2E demethylase activity. B2RXH2. JMJD2E catalytic domain, FDH-coupled NADH fluorescence (FDH is formaldehyde dehydrogenase). Potency, µM (titrated, usually from 57.1 µM), for the others: top-dose activity change, negative = inhibition, most hits filed as inhibitors. 1.6% of 230,000 active; active = well fitted inhibition curve with a large enough effect, not every such curve was filed as active; inconclusive = small, poorly fitted or top-dose-only effect, or another doubt; inactive = no such curve, though single readings can be large or run the other way;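 also: 0% = wells with enzyme and -100% = buffer wells without enzyme; nearly all actives have a fitted effect of over 50% in size; many of its hits are not listed in these tables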
# Target sequence (B2RXH2 1-337 limits assumed): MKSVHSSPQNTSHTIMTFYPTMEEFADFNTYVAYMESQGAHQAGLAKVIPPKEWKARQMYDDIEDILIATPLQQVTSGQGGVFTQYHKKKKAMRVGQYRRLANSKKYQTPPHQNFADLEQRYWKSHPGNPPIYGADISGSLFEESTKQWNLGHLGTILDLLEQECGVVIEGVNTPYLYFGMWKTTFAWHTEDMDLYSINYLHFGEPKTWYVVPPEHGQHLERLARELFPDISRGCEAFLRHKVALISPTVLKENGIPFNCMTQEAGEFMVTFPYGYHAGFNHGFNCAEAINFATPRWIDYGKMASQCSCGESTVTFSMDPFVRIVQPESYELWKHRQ
# Tau fluor counter: counter-screen for tau fibril formation inhibitors | AID 1463 | Potency, µM (highest dose often 57.7 µM), inactives show at the highest dose activity change, negative = decrease | 0.93% of 280,000 active | tau K18 P301L Alexa594 fluorescence, heparin fibrillization; also: % is scaled to controls: 0 for no effect and ±100 for the full control effect; nearly all actives have a fitted effect of over 55% in size
#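 Human K18 P301L tau (15 uM unlabeled plus 0.24 uM Alexa 594-labeled, final) in 100 mM sodium acetate pH 7 was mixed with compound and 20 uM heparin and incubated 6 hr at 37 C.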
# Tau FP inhib: blocks human tau fibril formation measured by polarization. P10636. K18 P301L tau heparin fibrillization, Alexa594 FP, 6 h. Potency, µM (top dose mostly 57.7 µM), for the others: at the top dose activity, negative = inhibition, actives largely listed as inhibitors. 0.39% of 280,000 active; also: % is scaled to controls: 0 for no effect and ±100 for the full control effect; nearly all actives have a fitted effect of over 55% in size
# Target sequence (P10636 561-689 P618L limits assumed): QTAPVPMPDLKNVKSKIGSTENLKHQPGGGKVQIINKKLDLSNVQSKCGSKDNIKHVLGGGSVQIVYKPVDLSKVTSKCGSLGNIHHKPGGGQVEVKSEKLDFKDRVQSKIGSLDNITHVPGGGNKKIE
#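 FP of Alexa 594-tau after heparin (20 uM) induction. Substrate: human K18 P301L, 15 uM unlabeled, 0.24 uM labeled. Buffer 100 mM sodium acetate pH 7. 6 hr, 37 C.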
# Tau fibril ThT: blocks human tau fibril formation measured by thioflavin T. Potency, µM (doses to about 57.4 µM), for the others: top-dose activity, negative = inhibition, actives largely listed as inhibitors. P10636. AID 1460. 2.1% of 270,000 active. recombinant tau K18 P301L (four-repeat tau fragment), heparin-induced fibrillization, ThT fluorescence; also: % is scaled to controls: 0 for no effect and ±100 for the full control effect; nearly all actives have a fitted effect of over 55% in size
#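 Heparin-induced (20 uM) aggregation of recombinant human K18 P301L tau, 15 uM unlabeled with 0.24 uM labeled, pH 7 acetate buffer, 6 hr at 37 C with compound. Fibrils quantified by 30 uM ThT fluorescence after 1 hr ambient incubation.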
# HttQ103 aggreg: mutant huntingtin aggregation inhibition; PC12 HttQ103-GFP aggregates, Acumen cytometry, 40 h; Potency, µM (top dose mostly 46.1 µM), for inactives: at the top dose activity change, negative = inhibition, usual class: inhibitors; 1.1% of 220,000 active; also: % is scaled to controls: 0 for no effect and ±100 for the full control effect; nearly all actives have a fitted effect of over 60% in size
#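 Using laser scanning cytometry, GFP-positive aggregates were counted after lysis of PC12 cells induced with 100 nM tebufenozide to express HTT exon 1 Q103–GFP. Compounds were tested in titration.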
# SMN2 splice enh: enhancers of SMN2 splice variant expression; 2.8% of 210,000 active; AID 1458; Potency, µM (titrated, usually from 46.1 µM), for inactives: at the top dose activity change, positive = activation, actives largely listed as activators; HEK293 SMN2-luciferase splicing reporter, luminescence, 30-36 h; also: % of control where 0% means no effect; nearly all actives have a fitted effect of over 55% in size
#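 qHTS luciferase splicing reporter: luminescence rises when SMN2 exon 7 is included in transfected HEK293 cells. Compound exposure lasted 30-36 h at 37C, with 4.5 mM final sodium butyrate as control, followed by a ONE-Glo read.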
# Starred values were filed as active, the others as inactive; ? = inconclusive; · = not tested or not shown; & = joins results of further samples; [ ] = another dose, or the depositor's remark. Unless noted, calls follow the shape of the dose curve; as a rule, active = well fitted curve in the direction sought with a large enough effect; inconclusive = small, poorly fitted or top-dose-only effect, or another doubt; inactive = no such curve, though single readings can be large; an effect the other way counts as inactive or inconclusive. Potency is read from the fitted curve at half-maximal effect. A portion of the library; the hit share may differ from the screen's.
1	CCn1ccnc1CN(C)C(=O)CC1C(=O)NCCN1Cc1c(F)cccc1Cl (stereo not given)
2	COc1ccc(OC)c(C2NC(=O)c3sc(=S)n(-c4ccccc4)c3N2)c1 (stereo not given)
3	Cc1cc(N2CCN(c3cccc(C)c3C)CC2)n2cnnc2n1
4	CCN(CCNC(=O)c1ccc2nc(-c3ccccc3NC(C)=O)c(=O)[nH]c2c1)c1ccccc1
5	NS(=O)(=O)c1ccc(NC(=S)Nc2ccn(Cc3cccc4ccccc34)n2)cc1
6	Cc1cc(C)nc(SCC(=O)Nc2ccc(S(=O)(=O)N3CCCCC3)cc2)n1
7	Cc1nn(-c2ccccc2)c(C)c1/C=N/O
8	N#Cc1ccc(Sc2ccccn2)c([N+](=O)[O-])c1
9	Cc1c(NC(=O)C2Cc3ccccc3CN2C(=O)c2ccco2)c(=O)n(-c2ccccc2)n1C (stereo not given)
10	COC(=O)CCCCNC(=O)Nc1ccccc1

assay / entry	1	2	3	4	5	6	7	8	9	10
ALDH1A1 inh	?	?	·	2%	13µM*	-12%	8%	·	3%	19%
HTT cytoprotect	1%[10 µM]	1%	·	-2%	?	-4%	18%[1.9 µM]	14%[10 µM]	12%[10 µM]	-9%[10 µM]
KDM4E inh	-5%	-6%	·	-4%	-2%	9%	4%	1%	-3%	13%
Tau fluor counter	11%	0%	-5%	?	-12%	-13%	1%	-7%	12%	4%
Tau FP inhib	-1%	1%	0%	?	?	-7%	0%	3%	10%	-1%
Tau fibril ThT	4%	-7%	?	?	14%	-5%	0%	-2%	-4%	2%
HttQ103 aggreg	11%[9.22 µM]	0%	·	0%	-9%	-17%	?	-2%[9.22 µM]	10%	27%
SMN2 splice enh	·	-3%	-5%	-16%	·	-34%[inhibitor]	23%	·	-13%	11%

# Four records drawn at random from the list so far, as already listed:
1	CCn1ccnc1CN(C)C(=O)CC1C(=O)NCCN1Cc1c(F)cccc1Cl (stereo not given)
4	CCN(CCNC(=O)c1ccc2nc(-c3ccccc3NC(C)=O)c(=O)[nH]c2c1)c1ccccc1
3	Cc1cc(N2CCN(c3cccc(C)c3C)CC2)n2cnnc2n1
5	NS(=O)(=O)c1ccc(NC(=S)Nc2ccn(Cc3cccc4ccccc34)n2)cc1

assay / entry	1	4	3	5
ALDH1A1 inh	?	2%	·	13µM*
HTT cytoprotect	1%[10 µM]	-2%	·	?
KDM4E inh	-5%	-4%	·	-2%
Tau fluor counter	11%	?	-5%	-12%
Tau FP inhib	-1%	?	0%	?
Tau fibril ThT	4%	?	?	14%
HttQ103 aggreg	11%[9.22 µM]	0%	·	-9%
SMN2 splice enh	·	-16%	-5%	·

# Further entries follow:
11	O=C(NCCC1=CCCCC1)C1CCCN(S(=O)(=O)c2cccc3cccnc23)C1 (stereo not given)
12	CCc1ccc(-c2ccc(C(=O)O)cc2)nc1
13	C=CC[C@@H]1[C@H](O)CC[C@@]2(C)[C@H]1CC[C@@H]1[C@@H]2CC[C@]2(C)C([C@H](C)CCCC(C)C)CC[C@@H]12 (stereo not given in full)
14	Nc1nonc1-c1noc(-c2ccccc2)n1
15	CC(C)N(Cc1nccn1C)C(=O)c1ccc(OC2CCN(C(=O)C3CC3)CC2)cc1
16	CC(=O)Nc1ccc(/C(C)=N/Nc2nc(Nc3ccccc3)nc(N3CCOCC3)n2)cc1
17	CN(CC(=O)Nc1ccc(N2CCOCC2)cc1)CC(=O)Nc1ccc([N+](=O)[O-])cc1Br
18	Nc1ccc(O)c2c(=O)cc(-c3ccccc3Cl)oc12
19	Cn1nnnc1SCC1=C(C(=O)O)N2C(=O)C(NC(=O)C3CC3c3ccccc3)C2SC1 (stereo not given)
20	Cc1ccc(S(=O)(=O)N(C)C)cc1NC(=O)Nc1ccccc1

assay / entry	11	12	13	14	15	16	17	18	19	20
ALDH1A1 inh	-3%	1%	9%	4%	6%	10%	-2%	7%&-1%	10µM*	·
HTT cytoprotect	10%	-4%	-5%	-1%[10 µM]	11%[10 µM]	?	13%	-82%[inhibitor]	-6%	-5%[10 µM]
KDM4E inh	0%	8%	·	10%	-12%	2%	0%	4%	-9%	3%
Tau fluor counter	-7%	2%	-7%	4%	-15%	?	-6%	?	-3%	-9%
Tau FP inhib	4%	5%	?	10%	-12%	-6%	2%	?	?	-18%
Tau fibril ThT	-7%	0%	-3%	2%	-15%	?	?	?	?	·
HttQ103 aggreg	-5%	-11%	·	-22%	12%[9.22 µM]	12%[9.22 µM]	-29%	-24%	2%	-11%[9.22 µM]
SMN2 splice enh	-6%	?	-12%	26%	·	·	-10%	11µM*	-1%	·

21	COc1cc(C)ccc1OCCOCCOc1c(C)cc(C)cc1Br
22	CCOC(=O)c1c(-c2cccs2)csc1NC(=O)c1ccco1
23	CCOc1ccc(NC(=O)N2CCC(C(N)=O)(N3CCCCC3)CC2)cc1
24	COc1ccc(Oc2ncnc3sccc23)cc1
25	COc1ccccc1N1CCN(C(=O)CN(C2CCCCC2)S(C)(=O)=O)CC1
26	COc1cccc(-n2c(=O)c3sc4ccccc4c3n(CC(=O)Nc3cccc(Cl)c3)c2=O)c1
27	CCCC1=Nc2cc(C(=O)NCCCOC(C)C)ccc2Sc2ccccc21
28	O=C(Nc1ncccc1O)c1cccc(S(=O)(=O)N2CCc3ccccc32)c1
29	Cc1ccc(Nc2nnc(-c3ccc(N4CCOCC4)c([N+](=O)[O-])c3)c3ccccc23)cc1
30	c1ccc2c(c1)CCN(c1nc3cc4c(cc3s1)OCCO4)C2

assay / entry	21	22	23	24	25	26	27	28	29	30
ALDH1A1 inh	-10%	7%	-3%	12%	4%	·	-5%	-12%	?	-10%
HTT cytoprotect	-3%	-11%[10 µM]	-7%	-36%[inhibitor]	-7%[10 µM]	·	-101%[inhibitor]	6%	3%[10 µM]	-17%
KDM4E inh	?	?	-2%	3%	4%	·	4%	-25%	-1%	-1%
Tau fluor counter	-16%	2%	-5%&-9%	-5%	-6%	?	-9%	-5%	-27%	-8%
Tau FP inhib	0%	-2%	-3%&-5%	0%	0%	22µM*	9%	-2%	10%	0%
Tau fibril ThT	?	1%	-1%&-19%	-5%	-6%	12%	-17%	3%	?	3%
HttQ103 aggreg	11%	7%	-5%	-23%	6%[9.22 µM]	·	-7%	-14%	-9%	5%
SMN2 splice enh	2%	11%	-7%&8%	2%	·	11%	?	17%	-13%	·

31	COC(=O)c1cc(NC(=O)CC2SC(=Nc3ccccc3)N(CCc3c[nH]c4ccccc34)C2=O)cc(C(=O)OC)c1 (stereo not given)
32	Cc1ccc(NC(=S)N=Nc2c(O)[nH]c3ccccc23)cc1
33	CCCCCC(=O)Nc1cccc2ccccc12
34	CNCCCCOc1ccccc1Cc1ccccc1
35	O=C(Oc1cccc(NC(=O)c2ccco2)c1)c1cccc(S(=O)(=O)N2CCCCC2)c1
36	Cc1cccc(-c2nc3c4ccccc4nc(NCc4ccc(Cl)cc4)n3n2)c1
37	COc1cc(OC)c(/C=N/NC(N)=S)cc1Br
38	Cc1cc(C)cc(OCCn2c(CCNC(=O)C3CCCCC3)nc3ccccc32)c1
39	O=C(/C=C/c1cccc2ccccc12)N1CCOCC1
40	CCOC(=O)Cn1nc(C)n(-c2cccc(Cl)c2)c1=O

assay / entry	31	32	33	34	35	36	37	38	39	40
ALDH1A1 inh	4%	6%	0%	1%	-5%	·	6%	·	·	8%
HTT cytoprotect	0%	-37%[inhibitor]	-69%[inhibitor]	-73%[inhibitor]	-21%	·	11%[10 µM]	·	-18%[10 µM]	-2%[10 µM]
KDM4E inh	-3%	8%	-9%	4%&-2%	-25%	·	?	·	?	2%
Tau fluor counter	-4%	?	2%	-1%&-11%	?	-21%	1%	-5%	-17%	0%
Tau FP inhib	4%	?	6%	1%&-4%	?	-11%	-11%	-1%	-3%	-13%
Tau fibril ThT	-13%	?	3%	-1%&-5%	-12%	5%	-2%	2%	-15%	0%
HttQ103 aggreg	-8%	?	13%	-27%	-8%	·	6%	·	-1%[9.22 µM]	17%
SMN2 splice enh	·	-60%[inhibitor]	-2%	·	3%	9%	23%	-1%	·	5%

41	CC1CN(C(=O)Cn2cnc3c2c(=O)n(C)c(=O)n3C)CC(C)O1 (stereo not given)
42	Oc1ccc(Cl)cc1C1=Nc2ccccc2N=C(c2ccco2)C1
43	O=C(COC(=O)/C=C/c1cccs1)NC(=O)Cc1ccccc1
44	CC(=O)Nc1ccc(S(=O)(=O)Nc2nc3ccccc3nc2-n2ccc(=NC(=O)c3ccc(F)cc3)cc2)cc1
45	FC(F)(F)c1cc(-c2ccccc2)nc(NCc2cccnc2)n1
46	O=C(Cn1cc(C(=O)C2CCCCC2)c2ccccc21)Nc1ccccc1Cl
47	O=C(CN1C(=O)c2ccccc2C1=O)N1CCN(c2ccccc2)CC1
48	CN(C1CCCCC1)S(=O)(=O)Cc1ccccc1
49	COC(=O)c1cccc(C23CC4(C2)[C@H](CN(C)[C@@H]4c2ccccc2)C3c2ccccc2)c1 (stereo not given in full)
50	COc1cc2c(cc1OC)CN(C(=O)CSc1nc(C)cc(C)c1C#N)CC2
51	c1cnn(-c2nc(N3CCOCC3)nc(N3CCOCC3)n2)c1
52	COc1ccc(C(=O)/C=C/Nc2cc(C)on2)c(OC)c1

assay / entry	41	42	43	44	45	46	47	48	49	50	51	52
ALDH1A1 inh	2%	7%	?	0%	?	·	-11%	-95%	-4%	?	7%	-7%
HTT cytoprotect	-1%[0.074 µM]	-1%[10 µM]	-2%[10 µM]	-3%	3%	·	1%	-10%	-8%	-27%[10 µM]	-32%[inhibitor]	?
KDM4E inh	9%	?	4%	5%	?	·	6%	1%	8%&-27%	1%	-4%	?
Tau fluor counter	5%	-5%	-18%	-20%	-3%	-20%	-5%	1%	-12%&0%	0%	1%	-4%
Tau FP inhib	-6%	8%	-9%	-1%	1%	-4%	5%	-5%	3%&-3%	-1%	-7%	-4%
Tau fibril ThT	3%	2%	-6%	?	-9%	-1%	-9%	-16%	-16%&-7%	3%	3%	?
HttQ103 aggreg	-17%	-13%	11%	5%	0%	·	-7%	-12%	-21%[9.22 µM]	1%	?	-16%
SMN2 splice enh	6%	-9%	8%	-5%	-15%	-12%	?	-20%	-10%	0%	·	-20%
